# BaF3 parental: parental Ba/F3 cell viability inhibition, counter-screen for JAK2V617F inhibitor project, murine pro-B, CellTiter-Glo luminescence; CellTiter-Glo ATP luminescence; AID 1486, 2009; inhibition, % at 5.6 µM; 1.1% of 220,000 active;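 active = inhibition above a per-campaign cutoff, the mean inhibition of all tested compounds plus 3 SD, cut at about 27% in these data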;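 note: 0% = DMSO wells and 100% = JAK Inhibitor I control wells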
# RBBP9 inh: human RBBP9 inhibitors, primary screen, biochemical, fluorescence polarization, FP-Rh probe, HTS; inhibition, % at 7.94 µM; AID 1515, 2009; recombinant RBBP9; 0.2% of 220,000 active;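 active = inhibition above the campaign mean of all tested compounds plus 3 SD, cut at about 14% in these data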;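 note: plate controls were DMSO wells with RBBP9 for no effect and wells lacking RBBP9 protein for full effect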
# Target sequence (O75884 whole entry, looked up): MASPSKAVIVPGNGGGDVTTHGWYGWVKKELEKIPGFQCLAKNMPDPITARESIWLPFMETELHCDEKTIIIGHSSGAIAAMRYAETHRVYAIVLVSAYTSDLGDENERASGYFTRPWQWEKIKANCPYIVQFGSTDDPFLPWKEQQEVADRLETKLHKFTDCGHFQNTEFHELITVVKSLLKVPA
#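 Measured by: FP readout at 525/598 nm; material: recombinant human RBBP9; also added: Serine-hydrolase probe FP-Rh, 375 nM pre-mixing; medium: Tris buffer pH 8.0, NaCl, Pluronic; replication: one well per compound; doses: one concentration, 7.94 µM nominal, 0.794% DMSO; timing: preincubation 30 min plus labeling 45 min at 25 °C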
# p97 ATPase inh: inhibitors of human p97 ATPase, primary screen, biochemical; recombinant p97 ATPase, Kinase-Glo ATP luminescence, 3 h; inhibition, % at 8 µM; 0.42% of 220,000 active; in the data active = inhibition above about 15%;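 note: 0% = DMSO vehicle and 100% = wells lacking enzyme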
# Furin inhibitor: human furin inhibitors, primary screen, biochemical, fluorescence intensity; inhibition, % at 30 µM; purified furin, fluorogenic substrate cleavage; 0.061% of 220,000 active; AID 463115, 2010; P09958; in the data active = inhibition above about 25%; note: inactives centre near -15
# EP2 antag: human EP2 receptor antagonists, primary screen, TR-FRET cAMP, C6 glioma cells; AID 1422, 2008; Prostaglandin E2 receptor EP2 subtype (Homo sapiens), P43116; inhibition, % at 25 µM; C6 glioma cells expressing human EP2; cells stimulated with saturating PGE2; 0.52% of 260,000 active;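 active = percent inhibition above 40 after rounding to a whole number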;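 note: rat C6 glioma host cells with rolipram phosphodiesterase inhibitor present; the protocol text gives 20 µM as final concentration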
# Target sequence (P43116 whole entry, looked up): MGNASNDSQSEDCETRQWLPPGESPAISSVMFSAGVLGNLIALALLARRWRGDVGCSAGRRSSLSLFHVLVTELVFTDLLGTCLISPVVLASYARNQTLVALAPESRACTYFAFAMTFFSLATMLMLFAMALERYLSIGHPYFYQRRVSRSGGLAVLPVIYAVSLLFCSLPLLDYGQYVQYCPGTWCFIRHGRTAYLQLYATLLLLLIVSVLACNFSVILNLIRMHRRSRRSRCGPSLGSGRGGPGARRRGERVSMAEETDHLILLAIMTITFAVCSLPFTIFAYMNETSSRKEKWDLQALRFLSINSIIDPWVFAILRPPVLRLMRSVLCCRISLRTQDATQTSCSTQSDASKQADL
# PPC-1+TRAIL kill: compounds killing PPC-1 cancer cells with TRAIL present, primary screen, TRAIL potentiator project, ATPLite luminescence, uHTS. PPC-1 cells + TRAIL, ATPLite viability luminescence. AID 1443, 2008. cell killing (% activity), % at 4 µM. 0.41% of 220,000 active;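 active = cell killing above 50% in the first pass at 4 µM, then a duplicate retest at 5 µM averaging 50% or more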;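 note: plate controls were cells with TRAIL plus DMSO for no effect and medium-only wells lacking cells for full effect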
# NCF1 inh: p47phox/p22phox peptide binding inhibitors, primary screen, biochemical, uHTS, NADPH oxidase regulatory subunit; 0.53% of 220,000 active; AID 1274, 2008; inhibition, % at 24.7 µM; fluorescence polarization, 2 h; Neutrophil cytosol factor 1 (Homo sapiens), P14598;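 active = inhibition above about 30%, limit read from the data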;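 note: 0% = p47phox with labelled peptide and 100% = labelled peptide alone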
# Target sequence (P14598 whole entry, looked up): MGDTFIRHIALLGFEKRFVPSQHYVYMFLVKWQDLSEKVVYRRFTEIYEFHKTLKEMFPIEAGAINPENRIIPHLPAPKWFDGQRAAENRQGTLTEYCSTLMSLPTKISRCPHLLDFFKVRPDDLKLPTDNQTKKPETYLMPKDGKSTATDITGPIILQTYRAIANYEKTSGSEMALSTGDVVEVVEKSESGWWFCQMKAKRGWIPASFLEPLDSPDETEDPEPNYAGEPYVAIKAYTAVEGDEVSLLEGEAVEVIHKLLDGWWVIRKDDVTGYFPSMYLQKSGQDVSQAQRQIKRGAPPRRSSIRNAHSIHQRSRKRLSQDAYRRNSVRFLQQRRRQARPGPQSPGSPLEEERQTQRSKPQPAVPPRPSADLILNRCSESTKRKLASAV
# Ba/F3 V617F tox: reduced viability of JAK2V617F-dependent Ba/F3 cells, primary screen, JAK2V617F inhibitor project, cell-based, Ba/F3 EpoR-JAK2V617F, luminescence | ATP luminescence | inhibition, % at 5.6 µM | 1.1% of 220,000 active;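 active = inhibition above the campaign mean plus 3 SD over all tested compounds, cut at about 24% in these data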;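 note: cytokine-independent growth of Ba/F3 cells driven by EpoR plus mutant JAK2; 0% = DMSO-treated cells and 100% = JAK inhibitor I control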
# Tb hexokinase: Trypanosoma brucei hexokinase 1 inhibitors, primary screen, biochemical, G6PDH-coupled NADH absorbance, MLSCN library. 0.11% of 220,000 active. recombinant TbHK1, G6PDH-coupled NADH A340. inhibition, % at 10 µM. hexokinase 1 [Trypanosoma brucei];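 active = inhibition of 50% or more in the single-dose primary screen; inactive = inhibition below 50%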
# Active calls of the source: *; · = not tested or not shown; & = joins results of further samples; [ ] = remark or other dose. An excerpt (hit frequency here may not be typical).
SMILES,BaF3 parental,RBBP9 inh,p97 ATPase inh,Furin inhibitor,EP2 antag,PPC-1+TRAIL kill,NCF1 inh,Ba/F3 V617F tox,Tb hexokinase
COc1cc(OC)cc(C(=O)N[C@H](C(=O)OCC(=O)Nc2cccc(F)c2)C(C)C)c1,6,1,2,-7,12,18,-10,0,-2
Cc1csc2ncc(C(=O)N3c4ccccc4CC3C)c(=O)n12 (stereo unspecified),39*,-12,4,-21,12,10,-22,-2,-46
Cc1cc(C)c[n+](-c2nc3ccccc3nc2C(=C=[N-])C#N)c1,3&6,-13&-7,-4&1,-13,16&18,5&18,-28&-19,0&-3,0&-11
COc1ccc(NC(=O)C(c2ccccc2)N(C)C(=O)CNC(C)=O)cc1 (stereo unspecified),6,-1,1,-19[20 µM],5,22,-12,-1,1
CCSc1nc(N2CCCCC2)c2c(c1C#N)CCCC2,8,-10,0,-19[20 µM],-1,-9,2,-1,15
Cc1cccc(C2Nc3ccccc3C(=O)N2c2ccccc2)n1 (stereo unspecified),0,-2,1,-38,7,19,0,-2,-1
C=CCOC(=O)Nc1c(C(=O)OC)[nH]c2ccc(Cl)cc12,2,-8,-10,-26,15,4,-12,1,-2
COCON1C(=O)CN(C(C)=O)C1c1ccc(Cl)cc1Cl (stereo unspecified),5,-2,0,-8,7,4,-3,1,4
COc1cc(/C=C(/C#N)C(=O)c2c(C)[nH]c3ccccc23)ccc1OCC#N,1,-5,6,12,4,24,-43,4,-22
O=C(Cn1cnc2c(cnn2-c2ccccc2)c1=O)NCc1ccccc1,4,-7,0,0,12,9,-5,3,2
Cc1ccc(N2CCN(C(=O)c3ccccc3NC(=O)c3ccccc3C(=O)O)CC2)cc1,1,1,2,-17,5,10,-8,-4,-3
COc1ccc(NC(=O)Nc2cc(C)ccc2F)cc1OC,4,-2,4,-15,7,14,-8,0,0
Cc1ccc(-c2[nH]ncc2/C=C(\C#N)C(=O)NC2CCCCC2)cc1,6,-16,-4,2[20 µM],10,24,-10,5,-14
C(=N\c1nc2ccccc2n1CCN1CCOCC1)/c1cccs1,2,-6,-3,-27,17,5,-16,-1,-6
O=C(Nc1ccccn1)C(=O)Nc1ccccn1,0,0,-5,-19,10,6,-16,0,-7
O=C1CN(c2nc(-c3ccccc3)c3ccccc3n2)c2ccccc2N1,11,-6,1,-12,9,-11,-23,5,-4
N#CCOc1nc(N2CCCCC2)nc(N2CCCCC2)n1,3,-9,0,-1,12&10,6,-3,-2,-3
Cc1cccc(Cn2c(Sc3nc(C)cs3)nc3c2c(=O)[nH]c(=O)n3C)c1,-1,2,-1,-14,3,6,-4,-2,6
COc1cc(O)c(C(CCN2CCN(c3ccccc3)CC2)c2cc(OC)c(OC)c(OC)c2)c(OC)c1 (stereo unspecified),·,·,·,-29,25,-15,1,·,-21
CCOC(=O)c1c(C)[nH]c(C(=O)COC(=O)c2ccccn2)c1C,-5,-8,-1,-26[20 µM],5,5,-16,-3,1

# In another format: results already given
# Results follow in this order: BaF3 parental | RBBP9 inh | p97 ATPase inh | Furin inhibitor | EP2 antag | PPC-1+TRAIL kill | NCF1 inh | Ba/F3 V617F tox | Tb hexokinase
C(=N\c1nc2ccccc2n1CCN1CCOCC1)/c1cccs1
  2 | -6 | -3 | -27 | 17 | 5 | -16 | -1 | -6
O=C(Nc1ccccn1)C(=O)Nc1ccccn1
  0 | 0 | -5 | -19 | 10 | 6 | -16 | 0 | -7
O=C1CN(c2nc(-c3ccccc3)c3ccccc3n2)c2ccccc2N1
  11 | -6 | 1 | -12 | 9 | -11 | -23 | 5 | -4

# (further entries)
SMILES,BaF3 parental,RBBP9 inh,p97 ATPase inh,Furin inhibitor,EP2 antag,PPC-1+TRAIL kill,NCF1 inh,Ba/F3 V617F tox,Tb hexokinase
S=C(NCCCN1CCOCC1)Nc1ccc(-c2nc3ccccc3[nH]2)cc1,10,-9,4,-20,9,13,-10,3,-11
Cc1ccc(C(=O)COC(=O)c2cnccn2)cc1,0,-4,4,-32,9,1,-4,-4,1
Cc1cccc(C(=O)NNS(=O)(=O)c2ccccc2[N+](=O)[O-])c1,3,-12,-2,-7[20 µM],5,16,8,3,-4
O=C(NCCCNCc1ccccc1)c1ccc(/C=N/O)nc1,-3,-4,5,-28,7,13,1,-3,3
O=C(Nc1ccncc1)c1ccccc1-c1ccccc1,-1,-7,-4,-21,7,-1,0,4,2
CCN1CCN(C(c2cccs2)C(C)NS(=O)(=O)c2ccc(F)cc2)CC1 (stereo unspecified),8,0,2,-25,12,25,2,-2,26
CCOC(=O)c1cnc(-c2ccccc2)[nH]c1=O,1,-2,3,-18,5,7,-7,-4,-4
CCOC(=O)C1(CCCc2ccccc2)CCN(C(=O)c2cnn(CC)c2)CC1,0,3,-3,-4,21,-1,-3,1,-10
Cc1ccc(C)c(NC(=O)c2ccc3c(c2)N(Cc2ccc(F)cc2)C(=O)CS3=O)c1 (stereo unspecified),3,-14,1,-15,9,18,-18,4,-3
O=C(CN1CCN(S(=O)(=O)c2ccccc2)CC1)NC(=O)NC1CCCCC1,2,-4,-6,-14[20 µM],8,4,-14,-2,-13
O=C(CCCN1C(=O)/C(=C/c2cccs2)SC1=S)Nc1ccccn1,10,-9,-2,-6,5,0,-61,6,5
O=c1cc(-c2cccc(Br)c2)oc2cccc(O)c12,·,·,·,-29,10,20,-4,·,2
Nc1nc2c(ncn2COC(CO)CO)c(=O)[nH]1,-1,0,7,-5,6&11,34,1,-3,-3
CCOCCCNC(=S)NCCCNc1nc2c(C)c(C)ccc2cc1C#N,3,-2,0,0,1,9,-10,2,0
CCC(C)(C)n1nnnc1C(c1ccc(C)cc1)N1CCC(C)CC1 (stereo unspecified),2,-6,-8,-13[20 µM],2,20,-10,3,-2
Cc1ccc(C)c(NC(=O)C(Sc2ncnc3ccccc23)c2ccccc2)c1 (stereo unspecified),4,-4,5,-20,3,14,15,-2,0
COC(=O)c1cc(Br)c(=O)n(Cc2ccco2)c1,0,0,4,-4,-3,-7,-7,-1,-7
COc1cc(/C=C(\C#N)c2nnc(N3CCOCC3)n2-c2ccccc2)ccc1O,6,-12,5,3,10,-3,0,3,-9
CCC(=O)Nc1nc2ccc(S(C)(=O)=O)cc2s1,-1,1,2,0[20 µM],27,1,7,-3,-1
CS/C(=C\[N+](=O)[O-])Nc1ccc(F)cc1,3,6,-4,-12[20 µM],-2,15,-8,-1,-33
CN1CCN(S(=O)(=O)c2ccc(N3CCN(S(=O)(=O)/C=C/c4ccccc4)CC3)nc2)CC1,47*,-5,0,-22,6,-14,40*,1,-5
O=c1nc(/C=C/c2ccc(O)c(O)c2)oc2ccccc12,-4,-16,5,0,8,22,-12,1,-45
Cn1c(SCCC#N)nnc1-c1ccc(F)cc1,5,7,4,-28,1,2,7,-1,-2
COCCOC(=O)c1c(C)oc2ccc(NS(=O)(=O)c3ccc(C)cc3)cc12,-1,-10,0,-20,1,2,-9,-5,-10
NC(=O)c1ccc(NC(=O)COC(=O)CCCc2c[nH]c3ccccc23)cc1,9,-4,3,-17,3,-5,-7,3,-3
CCOC(=O)C1(CCOc2ccccc2)CCN(Cc2ccc3c(c2)OCCO3)CC1,11,-6,-1,-7,3,7,-7,8,15
CCOC(=O)C1=C(c2ccccc2)N=c2s/c(=C\c3cc(OC)c(OC)c(OC)c3)c(=O)n2C1c1cccs1 (stereo unspecified),14,-11,-1,-23[20 µM],9,-2,-21,1,-15
CC12CN(C(=S)Nc3ccccc3)CC(C)(CN(C(=S)Nc3ccccc3)C1)C2=O,8,-3,2,-24,10,22,4,-4,-1
C(=Nc1ccc(N2CCOCC2)cc1)c1c[nH]c2ccccc12,5,-12,-7,-3,10,17,1,7,-6
Cc1cccc(C)c1NC(=O)C(c1ccc([N+](=O)[O-])cc1)N1CCCCC1 (stereo unspecified),-1,-3,4,-9[20 µM],4,-4,-8,-4,-5
Cc1ccc(/C=N/Nc2nc(N3CCOCC3)nc(N3CCOCC3)n2)o1,8,-4,0,4,5,·,-1,5,-31
O=C(CSc1ccc2nnc(-c3cccc(F)c3)n2n1)N1CCCc2ccccc21,6,-10,-6,-22,13,8,24,0,-10
CC(C)CN(C(=O)COC(=O)c1c(Cl)ccc(Cl)c1Cl)C1CCS(=O)(=O)C1 (stereo unspecified),2,4,1,-15,7,26,-10,-2,-3
CCN1C(C(=O)c2ccccc2)=C(Nc2ccccc2C)c2ccccc2S1(=O)=O,4,-5,3,-4,8,24,-11,0,26
Cc1ccc2c(c1)CCCN2C(=O)NC1CCCCC1,6,-5,-2,-8,6,-3,6,3,1
COC(=O)c1ccc(S(=O)(=O)N(C2CCCCC2)C2CCCCC2)n1C,7,-3,6,-10,3,15,-5,-3,34
C/C(=N\NC(=O)C(N)=O)c1ccc(Br)cc1,3,-5,-4,-16,9,25,-1,3,-1
CCOC(=O)c1ccc(NC(=S)N(CCCN2CCN(CC)CC2)Cc2ccco2)cc1,3,-3,-4,-14,3,30,-4,4,5
CC1CCc2c(sc(NC(=O)CSc3nc4c(c(C(F)(F)F)n3)CCc3ccccc3-4)c2C(N)=O)C1 (stereo unspecified),7,-6,-8,-8,16,15,-6,3,-18
COc1ccc(-c2nnc3sc(CCN4C(=O)c5ccccc5C4=O)nn23)cc1,8,0,-2,-15,17,-4,0,-3,1
NNC(=O)c1cc(Br)cs1,-1,-5,0,-20,10,13,-5,-6,-6
N#C/C(=C\c1ccc([N+](=O)[O-])o1)c1nc2ccccc2[nH]1,1,-1,21*,-10,69*,16,-29,-4,1
c1ccc2c(N3CCCC3)nc(-c3ccncc3)nc2c1,8,-7,4,-11,-1,-16,-4,-1,-16
Cc1ccc(-n2nc3c(Cl)nnc(C)c3c2C)cc1,2,10,3,-16,2,13,1,-2,-2
CN1CCN(c2nc3ccccc3nc2C(C#N)C(=O)OC2CCCCC2)CC1 (stereo unspecified),7,-10,-1,-10,8,-1,-15,2,1
COc1cccc(NC(=O)C(=O)NCc2ccncc2)c1,8,2,2,-22,4,7,-1,-1,-4
O=S(=O)(c1ccc(F)cc1)N1CC2CCCN2c2ccc(C(F)(F)F)cc21 (stereo unspecified),8,-4,-3,-14[20 µM],5,-1,-11,3,3
Cn1cccc1CC(=O)N/N=C/C=C/c1ccco1,2,-8,5,-15,5,29,-15,0,-62
CC(C)(C)c1cc(CSC(=S)NC2CCS(=O)(=O)C2)c(Br)c(C(C)(C)C)c1 (stereo unspecified),8,0,3,-28,9,14,-9,3,-3
N=C1C(c2nc3ccccc3s2)=C(O)CN1NC(=O)c1c[nH]c2ccccc12,2,5,2,-31,7,16,-29,-2,-10
# (cont.)
SMILES,BaF3 parental,RBBP9 inh,p97 ATPase inh,Furin inhibitor,EP2 antag,PPC-1+TRAIL kill,NCF1 inh,Ba/F3 V617F tox,Tb hexokinase
O=C(COC(=O)CNC(=O)c1ccccc1)Nc1ccc2c(c1)OCO2,2,-2,0,-19,9,24,·,-2,-4
Cc1cccc(C)c1OCC(=O)Nn1c(C)nc2ccccc2c1=O,-2,2,7,-15,6,10,1,-6,-6
Nc1nccc(/C=C/c2ccc(Cl)cc2)n1,-1,2,3,-13,15,18,-9,-5,-44
O=C(c1ccc(Cl)c(S(=O)(=O)N2CCOCC2)c1)N(c1ccccn1)C1CCCCC1,8,-8,0,-21,3,18,-11,3,-11

# Screening data from PubChem BioAssay.
